PME-1 primary – blocks human protein phosphatase methylesterase 1; inhibition, % at 5.9 µM; recombinant PME-1, FP-Rh probe fluorescence polarization; actives 0.53% (n = 320,000);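 active means inhibition above the campaign mean of all compounds plus 3 SD, cut at about 26% in these data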;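 further: competitive labeling of PME-1 active site by serine hydrolase directed probe; 0% = PME-1 with DMSO and 100% = wells lacking PME-1 enzyme; inhibitors block probe labeling so polarization falls and inhibition rises; many of its hits are not listed in these tables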
MEX-5 binding – C. elegans MEX-5 TCR-2 RNA binding activity. activity score (negative = inhibition of binding), % at 10 µM. actives 0.38% (n = 300,000). MEX-5/FITC-TCR2 RNA binding, fluorescence polarization; stronger effect = lower value;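 active means inhibition past about -25% in most replicates, and total fluorescence under double the plate's negative control median, limit read from the data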;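 further: 0% = DMSO and -100% = 5 µM competing unlabeled TCR2 RNA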
Target sequence (Q9XUB2 whole entry, looked up): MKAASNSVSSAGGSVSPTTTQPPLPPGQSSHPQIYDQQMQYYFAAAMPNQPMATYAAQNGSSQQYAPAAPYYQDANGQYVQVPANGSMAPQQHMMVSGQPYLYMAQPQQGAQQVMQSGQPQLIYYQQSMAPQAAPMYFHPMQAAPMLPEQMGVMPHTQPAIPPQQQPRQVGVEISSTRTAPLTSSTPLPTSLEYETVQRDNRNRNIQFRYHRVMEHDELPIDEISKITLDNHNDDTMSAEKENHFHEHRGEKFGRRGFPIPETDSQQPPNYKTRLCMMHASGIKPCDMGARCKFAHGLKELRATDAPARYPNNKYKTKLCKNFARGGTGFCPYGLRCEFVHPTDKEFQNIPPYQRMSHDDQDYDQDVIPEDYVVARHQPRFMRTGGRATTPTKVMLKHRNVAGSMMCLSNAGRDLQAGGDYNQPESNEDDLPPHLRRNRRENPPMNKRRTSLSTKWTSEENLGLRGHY
PAFAH1B2 inh – PAFAH1B2 (human) inhibition; recombinant PAFAH1B2, FP-rhodamine activity probe, fluorescence polarization; inhibition, % at 3.39 µM; actives 1.2% (n = 340,000); AID 492953;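 active means inhibition above the mean of all tested compounds plus 3 SD, cut at about 24% in these data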;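 further: 0% = enzyme with DMSO and 100% = wells lacking PAFAH1B2; many of its hits are not listed in these tables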
Target sequence (P68402 whole entry, looked up): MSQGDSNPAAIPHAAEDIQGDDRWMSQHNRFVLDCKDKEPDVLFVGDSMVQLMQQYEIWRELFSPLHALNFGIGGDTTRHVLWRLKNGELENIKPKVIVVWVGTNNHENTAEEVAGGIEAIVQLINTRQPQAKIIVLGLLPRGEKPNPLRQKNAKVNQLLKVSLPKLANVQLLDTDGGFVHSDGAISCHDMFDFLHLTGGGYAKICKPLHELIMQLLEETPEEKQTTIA
Bcl-xL primary – blocks human Bcl-xL binding to Bim BH3 peptide; GST-Bcl-xL / FITC-Bim BH3 peptide fluorescence polarization; actives 0.7% (n = 320,000); inhibition, % at 10.9 µM; AID 2129;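 active means inhibition above the mean of all tested compounds plus 3 SD, cutoff set per campaign, cut at about 30% in these data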;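 further: 0% = DMSO wells and 100% = unlabeled Bim-BH3 peptide competitor; inhibitors lower millipolarization by displacing the labeled peptide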
Target sequence (Q07817 whole entry, looked up): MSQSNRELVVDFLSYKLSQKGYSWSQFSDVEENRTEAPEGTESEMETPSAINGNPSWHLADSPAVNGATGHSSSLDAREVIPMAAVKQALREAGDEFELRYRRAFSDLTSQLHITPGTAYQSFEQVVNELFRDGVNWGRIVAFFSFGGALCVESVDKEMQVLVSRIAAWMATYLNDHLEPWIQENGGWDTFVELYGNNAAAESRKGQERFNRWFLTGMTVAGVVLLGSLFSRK
AHR act – activators of human aryl hydrocarbon receptor | AHR-responsive luciferase reporter cells, luminescence | AID 2796 | activation, % at 5 µM | actives 2.5% (n = 320,000) | P35869; in the data active means activation above about 47%;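 further: 0% = vehicle wells and 100% = reference agonist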
GLD-1 TGE inh – GLD-1-TGE RNA interaction inhibition (C. elegans); Q17339; purified GLD-1 + fluorescein TGE RNA, fluorescence polarization; inhibition, % at 5.96 µM; actives 0.44% (n = 320,000); AID 2280;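 active means percent inhibition above a per-plate cutoff, the plate mean of test compounds plus 3 SD, cut at about 30% in these data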;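 further: 0% = DMSO wells with GLD-1 and probe and 100% = wells lacking GLD-1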
pPAFAH inh – pPAFAH (human) enzyme inhibition; Q13093; recombinant pPAFAH, FP-rhodamine probe fluorescence polarization; inhibition, % at 3.39 µM; actives 1.5% (n = 330,000); AID 463082;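 active means inhibition above the mean inhibition across the screen plus 3 SD, cut at about 25% in these data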;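 further: inhibitors block binding of the rhodamine activity-based probe so polarization drops; 0% = enzyme with DMSO and 100% = wells lacking pPAFAH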
Fam108B counter – Fam108B inhibition, counter-screen for RBBP9 inhibitors; recombinant Fam108B, FP-Rh probe fluorescence polarization; inhibition, % at 9.51 µM; actives 0.33% (n = 300,000);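 active means inhibition above the screen mean inhibition plus 3 SD, computed separately per campaign, cut at about 18% in these data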;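 further: inhibitors lower polarization as less probe binds the enzyme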
MCL1-BIM inh – MCL1-BIM-BH3 interaction inhibition (human); inhibition, % at 10.9 µM; GST-MCL1 / FITC-Bim-BH3 fluorescence polarization; actives 0.68% (n = 320,000); Q07820;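 active means inhibition above the mean inhibition of all tested compounds plus 3 SD, set per campaign, cut at about 40% in these data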;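 further: 0% = DMSO wells and 100% = unlabeled Bim-BH3 peptide control; higher means more loss of mP so more displacement of Bim peptide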
Active calls of the source: *; · = no result given. A portion of the library; the hit share may differ from the screen's.

[1] Cc1nc(SCc2nc3ccccc3[nH]2)c2oc3cc(Br)ccc3c2n1
[2] N/C(=N\OC(=O)c1ccc([N+](=O)[O-])cc1)c1ccccn1
[3] COc1cc(/C=N/NC(=O)CN(Cc2ccco2)S(=O)(=O)c2ccccc2)ccc1O
[4] N#CCCCSc1nnc(-c2ccc(Cl)cc2)n1-c1ccccc1
[5] CCC1CCCCN1C(=O)COc1ccc2c(c1)OCO2 (configuration not stated)
[6] Cc1ccc(/C=C/C(=O)O)cc1S(=O)(=O)NCCCC(=O)O
[7] Cc1cccc(C(=O)Nc2nnc(-c3ccncc3)o2)c1
[8] COc1ccc(Nc2nc3ccccc3c(=O)s2)c(OC)c1

Screen / compound no.	1	2	3	4	5	6	7	8
PAFAH1B2 inh	0	4	0	12	1	0	3	1
AHR act	77*	-3	0	0	48*	0	7	-1
MEX-5 binding	·	-0.6	-0.5	-0.3	-0.2	-3.4	-0.4	1.1
MCL1-BIM inh	·	-2	-2	-3	-2	6	1	4
PME-1 primary	·	6	6	3	2	-1	1	5
Bcl-xL primary	·	2	6	4	-2	3	2	0
pPAFAH inh	-3	7	9	6	6	2	2	1
Fam108B counter	·	0	3	0	-1	0	14	7
GLD-1 TGE inh	-34	10	-2	3	13	6	6	0

[9] COc1ccc(CNC(=O)COC(=O)C2CCC(C(C)(C)C)CC2)cc1 (configuration not stated)
[10] CCOC(=O)N1CCC(NCCNC(=O)c2ccc(F)c(F)c2)CC1
[11] O=C(CN1CCOCC1)Nc1cccc(C(F)(F)F)c1
[12] Cc1cccc(NC(=O)CSc2nnc(NC(=O)c3ccco3)s2)c1
[13] c1csc(CSc2nnc3sc4ccccc4n23)c1
[14] COc1ccc(C(=O)N2CCN(c3ccccc3Cl)CC2)cc1S(=O)(=O)NC1CC1
[15] O=C(CN(Cc1ccco1)Cc1cccs1)N1CCN(S(=O)(=O)c2cccc(F)c2)CC1
[16] CC(C)(C)C1CCC(=NNC(=O)CC(=O)NCc2ccccc2)CC1 (configuration not stated)

Screen / compound no.	9	10	11	12	13	14	15	16
PAFAH1B2 inh	1	5	-2	2	8	4	26*	1
AHR act	-1	0	1	0	34	-1	-1	3
MEX-5 binding	0.1	·	·	-4.3	2.6	·	·	-0.5
MCL1-BIM inh	10	1	-9	-5	11	-2	5	8
PME-1 primary	-3	2	-6	5	10	2	1	-7
Bcl-xL primary	5	2	3	-1	4	3	9	3
pPAFAH inh	1	0	6	-2	4	3	3	-5
Fam108B counter	2	·	-1	-3	0	·	·	0
GLD-1 TGE inh	8	1	5	5	2	2	3	-1

[17] CC(=O)Nc1ccccc1OC(C)C(=O)N1CC(C)CC(C)C1 (configuration not stated)
[18] CC(=O)N1CCc2cc(S(=O)(=O)NC(Cc3ccccc3)C(=O)NCCN3CCCCC3C)ccc21 (configuration not stated)
[19] Cc1ncc(CO)c2c1Oc1nc(-c3ccccc3)nc(SCC(=O)N3CCCCC3)c1C2
[20] CN(Cc1nc(-c2cccs2)no1)CC1COCCO1 (configuration not stated)
[21] CCOc1ccccc1C(=O)NCC(=O)OCCCOC(=O)CNC(=O)c1ccccc1OCC
[22] OC1(c2ccccc2)C/C(=N\n2cnnc2)C=C1c1ccccc1 (configuration not stated)
[23] COc1cccc(NC(=O)C2C3C=CC4(O3)C2C(=O)N(C2CC2)C4C(=O)NC2CCCCC2C)c1 (configuration not stated)
[24] Cc1ccc(S(=O)(=O)NC2CCSC2=O)cc1C (configuration not stated)

Screen / compound no.	17	18	19	20	21	22	23	24
PAFAH1B2 inh	2	-1	8	6	8	2	6	-1
AHR act	2	2	2	3	3	1	0	-1
MEX-5 binding	-3.0	0.2	-0.8	1.0	-1.9	1.6	-1.1	·
MCL1-BIM inh	1	4	9	7	-15	6	4	7
PME-1 primary	2	-2	-3	-1	3	-2	0	-2
Bcl-xL primary	5	6	7	-5	-11	2	5	2
pPAFAH inh	-1	3	6	5	-2	-1	1	5
Fam108B counter	-3	6	-5	0	4	0	5	·
GLD-1 TGE inh	7	1	2	-3	3	2	7	0

[25] CCOc1cccc2cc(C(=O)NCc3ccccc3)c(=N)oc12
[26] N#CCCN(C(=O)COC(=O)c1ccc2c(c1)OCCO2)c1ccccc1
[27] O=C1C=C(NNC(=O)c2ccccc2Br)CCC1
[28] O=C(Nc1ccccc1)ON=C1c2ccccc2-c2ccccc21
[29] N#CCCN(Cc1cccs1)C(=O)Nc1ccccc1
[30] CO/N=C/c1ccc(N2CCOCC2)c([N+](=O)[O-])c1
[31] C/C(NC(=O)c1ccccc1F)=C1\C(=O)C[C@@H]2[C@H]1C2(C)C
[32] CCCCN(CCCC)CCNC(=O)c1cn(C)c2ccc(S(=O)(=O)N(C)C3CCCCC3)cc2c1=O

Screen / compound no.	25	26	27	28	29	30	31	32
PAFAH1B2 inh	4	3	-1	6	3	1	3	1
AHR act	-1	0	1	25	-3	-1	7	0
MEX-5 binding	0.4	·	-5.1	1.5	1.4	-2.4	-0.8	-0.3
MCL1-BIM inh	-1	·	17	7	-4	-2	7	2
PME-1 primary	0	·	-3	-11	-1	-6	5	66*
Bcl-xL primary	-1	·	13	2	1	3	4	7
pPAFAH inh	3	5	4	-7	2	1	3	2
Fam108B counter	-2	·	0	1	0	0	-4	-4
GLD-1 TGE inh	-1	0	69*	-3	-5	-2	8	-1

[33] Cc1ccc(CNCC(O)c2ccccc2)s1 (configuration not stated)
[34] Cc1[nH]c(=S)c(C#N)c2c1CCCC2
[35] CCC(=O)Oc1ccc(C(=O)Nc2cccc(NC(=O)c3ccco3)c2)cc1
[36] O=C(Nc1cccc2nsnc12)c1ccc(-c2ccc(Br)cc2)o1
[37] CC(c1ccccc1)c1nnc(NC(=O)c2ccc3c(c2)OCO3)s1 (configuration not stated)
[38] CCc1noc(C)c1C(=O)OC(C)C(=O)Nc1ccccc1OC (configuration not stated)
[39] O=C(O)Cc1c(C(=O)O)nnn1-c1cccc(C(F)(F)F)c1
[40] CN(CCC#N)C(=O)CC(Cc1ccccc1)C1CCOC(C)(C)C1 (configuration not stated)

Screen / compound no.	33	34	35	36	37	38	39	40
PAFAH1B2 inh	-1	-2	1	2	16	3	7	6
AHR act	2	4	2	49*	10	4	0	2
MEX-5 binding	4.7	-2.6	0.4	0.7	0.1	1.6	-1.1	-1.5
MCL1-BIM inh	-4	-4	-1	-28	0	-1	5	-1
PME-1 primary	5	1	-3	-5	6	-4	4	-1
Bcl-xL primary	4	1	2	-4	9	6	3	0
pPAFAH inh	-2	0	-6	13	3	1	2	2
Fam108B counter	2	-3	-6	-6	2	3	2	-5
GLD-1 TGE inh	-13	0	-1	-5	-1	5	-2	-6

Reprinted at random: five entries already listed
[36] O=C(Nc1cccc2nsnc12)c1ccc(-c2ccc(Br)cc2)o1
[38] CCc1noc(C)c1C(=O)OC(C)C(=O)Nc1ccccc1OC (configuration not stated)
[33] Cc1ccc(CNCC(O)c2ccccc2)s1 (configuration not stated)
[35] CCC(=O)Oc1ccc(C(=O)Nc2cccc(NC(=O)c3ccco3)c2)cc1
[37] CC(c1ccccc1)c1nnc(NC(=O)c2ccc3c(c2)OCO3)s1 (configuration not stated)

Screen / compound no.	36	38	33	35	37
PAFAH1B2 inh	2	3	-1	1	16
AHR act	49*	4	2	2	10
MEX-5 binding	0.7	1.6	4.7	0.4	0.1
MCL1-BIM inh	-28	-1	-4	-1	0
PME-1 primary	-5	-4	5	-3	6
Bcl-xL primary	-4	6	4	2	9
pPAFAH inh	13	1	-2	-6	3
Fam108B counter	-6	3	2	-6	2
GLD-1 TGE inh	-5	5	-13	-1	-1

(listing goes on)
[41] CCS(=O)(=O)c1ccc2oc(=O)c(/C=C(\O)c3ccc(Cl)cc3)nc2c1
[42] CC(C)CC(=O)N1CCN(Cc2ccc(C(F)(F)F)cc2)CC1
[43] N=c1c2c(ncn1CCN1CCOCC1)Oc1cc(O)ccc1C2c1ccccc1 (configuration not stated)
[44] Cc1cc(SCn2nnc3ccccc3c2=O)nc2ccccc12
[45] Cc1nn(-c2ccccc2)c(Cl)c1C1C(C#N)=C(N)Oc2c1c(C)nn2-c1ccccc1 (configuration not stated)
[46] CCOC(=O)N1CCN(C(=O)Cn2ncc3c2-c2ccccc2OC3)CC1
[47] COc1ccc(N2C(=O)/C(=C/N(C)C)NC2=S)cc1
[48] CCC(C)(C)NC(=O)C(c1ccccn1)N(C(=O)c1csnn1)c1ccc(C)cc1 (configuration not stated)

Screen / compound no.	41	42	43	44	45	46	47	48
PAFAH1B2 inh	3	-2	0	13	3	2	9	-2
AHR act	0	2	-3	6	5	-1	0	8
MEX-5 binding	-8.4	0.4	-1.2	-0.9	2.4	-0.6	-1.5	-0.7
MCL1-BIM inh	-3	-7	4	-2	9	-3	3	-2
PME-1 primary	4	-2	1	7	-2	-2	-2	0
Bcl-xL primary	-3	2	9	-2	10	1	-4	-2
pPAFAH inh	-1	-1	4	-4	2	-3	-3	-4
Fam108B counter	-2	1	-1	5	3	3	-4	-3
GLD-1 TGE inh	-8	-5	1	4	0	0	2	3

[49] CC(=O)Nc1ccc(NC(=O)Nc2ccccc2)cc1
[50] O=C(NCCc1cn[nH]c1)C1CCC(=O)N(CCc2cccc(F)c2)C1 (configuration not stated)
[51] COc1ccc2[nH]c3c(NCCCN4CCCC4=O)ncnc3c2c1
[52] NS(=O)(=O)c1ccc(CCNC(=O)c2ccc(CS(=O)(=O)c3ccc(Br)cc3)o2)cc1
[53] O=C1CC(c2ccc3c(c2)OCCO3)Oc2ccc([N+](=O)[O-])cc21 (configuration not stated)
[54] C/C(N)=C(/C#N)C(=O)COC(=O)C1=NN(c2ccccc2)C(=O)CC1
[55] Cc1noc(C)c1COc1cccc(C(=O)N2CCc3ccccc32)c1

Screen / compound no.	49	50	51	52	53	54	55
PAFAH1B2 inh	-2	0	1	11	9	3	2
AHR act	0	0	29	1	5	1	-7
MEX-5 binding	2.9	0.4	0.8	2.4	0.2	1.8	-0.3
MCL1-BIM inh	12	8	-3	-5	-4	2	-8
PME-1 primary	1	-1	5	-2	2	0	1
Bcl-xL primary	3	7	-1	3	0	1	-2
pPAFAH inh	5	-1	9	6	1	3	8
Fam108B counter	-2	0	1	0	-3	-1	2
GLD-1 TGE inh	-4	-4	4	8	3	-1	4

Screening data: PubChem, several laboratories
